Jurkat NFkB inh – lowers PMA/ionomycin-induced NF-kB signal in Jurkat cells; PMA/ionomycin-induced NF-kB luciferase reporter, luminescence; inhibition, % at 4 µM; hit rate 0.53% among 330,000; in the data active = inhibition above about 50%
CXCR6 block – CXCR6 (human) receptor inhibition; O00574; CHO-K1 PathHunter CXCR6 beta-arrestin, luminescence; inhibition, % at 20 µM; hit rate 0.36% among 360,000; AID 602244; in the data active = inhibition above about 34%, passing the limit was not always enough;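 note: antagonist mode with CXCL16 agonist at 10 nM final; 0% = 10 nM CXCL16 with DMSO and 100% = unstimulated wells without agonist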
Gli-Sufu block – blocks Gli-Sufu signaling in a luciferase reporter. hit rate 0.74% among 340,000. Sufu-KO-LIGHT fibroblasts, Gli luciferase reporter luminescence. inhibition, % at 5 µM;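 active = inhibition above about 55%, limit read from the data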;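 note: 0% = DMSO-treated cells and 100% = wells with medium but no cells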
697 NFkB inh – inhibitors of the PMA/ionomycin-induced NF-kB reporter in 697 B cells; 697 B-cell NF-kB luciferase reporter, 16 h; hit rate 0.33% among 330,000; inhibition, % at 4 µM; in the data active = inhibition above about 35%
CCR6 antag – CCR6 (human) receptor antagonism | P51684 | CHO-K1 CCR6 PathHunter beta-arrestin, luminescence, CCL20-stimulated | inhibition, % at 20 µM | hit rate 0.49% among 340,000;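 active = compounds whose inhibition of the agonist-driven luminescence signal at 20 µM reaches about 50%, limit read from the data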;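 note: cells stimulated with CCL20 at 14 nM final; plate controls were DMSO with CCL20 for no effect and DMSO without agonist for full effect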
UPR CHOP act – apoptotic UPR (CHOP) activation. activation, % at 10 µM. AID 449763. hit rate 0.34% among 330,000. CHO-CHOP luciferase reporter, luminescence; percent of tunicamycin response over DMSO baseline;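 active = at 10 µM dose, activation of 40% or more, normalized to positive control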;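 note: 100% = tunicamycin at 10 µg/mL and 0% = DMSO alone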
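Test system: CHO-CHOP cells, stable luciferase reporter of PERK-eIF2a-CHOP signalling | Quantity: 500 CHO-CHOP cells per well | Buffer or medium: F12 plus 10% serum | Compound dosing: 10 µM single point, 0.5% DMSO | Schedule: 6 h compound treatment, 37 °C | Signal: Luciferase luminescence | Control set: Tunicamycin high control, DMSO low control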
Mdm2-MdmX inh – inhibitors of human Mdm2/MdmX interaction; hit rate 3% among 330,000; SaOS-2 split-luciferase Mdm2/MdmX complementation, luminescence; O15151+Q00987; inhibition, % at 8 µM;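 active = inhibition of at least 50% at 8 µM in the primary screen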
Target sequence (O15151 whole entry, looked up): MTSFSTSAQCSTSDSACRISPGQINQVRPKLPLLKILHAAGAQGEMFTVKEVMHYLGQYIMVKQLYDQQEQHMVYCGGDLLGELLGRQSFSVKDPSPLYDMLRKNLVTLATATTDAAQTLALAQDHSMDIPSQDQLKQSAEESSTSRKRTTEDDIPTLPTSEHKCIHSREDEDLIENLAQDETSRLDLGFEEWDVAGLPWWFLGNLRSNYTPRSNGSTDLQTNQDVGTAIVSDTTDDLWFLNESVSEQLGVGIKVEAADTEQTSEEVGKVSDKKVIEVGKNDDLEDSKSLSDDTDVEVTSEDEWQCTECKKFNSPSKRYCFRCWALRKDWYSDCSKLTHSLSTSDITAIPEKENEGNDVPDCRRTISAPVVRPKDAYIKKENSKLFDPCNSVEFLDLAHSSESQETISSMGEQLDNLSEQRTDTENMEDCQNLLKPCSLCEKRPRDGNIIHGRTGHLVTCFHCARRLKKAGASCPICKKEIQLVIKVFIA
Target sequence (Q00987 whole entry, looked up): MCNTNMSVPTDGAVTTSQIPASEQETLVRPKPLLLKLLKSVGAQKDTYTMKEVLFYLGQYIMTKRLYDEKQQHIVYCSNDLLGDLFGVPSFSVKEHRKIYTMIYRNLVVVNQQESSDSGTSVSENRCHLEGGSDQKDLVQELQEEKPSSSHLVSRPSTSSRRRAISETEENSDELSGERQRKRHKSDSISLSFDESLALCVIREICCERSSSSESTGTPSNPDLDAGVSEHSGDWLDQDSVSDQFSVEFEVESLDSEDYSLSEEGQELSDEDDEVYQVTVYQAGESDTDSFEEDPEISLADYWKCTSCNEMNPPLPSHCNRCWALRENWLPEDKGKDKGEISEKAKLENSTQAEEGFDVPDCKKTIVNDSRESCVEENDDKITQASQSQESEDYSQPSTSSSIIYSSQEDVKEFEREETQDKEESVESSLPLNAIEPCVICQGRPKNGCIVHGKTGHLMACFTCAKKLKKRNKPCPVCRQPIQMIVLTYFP
UPR XBP1 act – activators of adaptive arm of unfolded protein response (XBP1); CHO-XBP1 luciferase reporter, IRE1-XBP1 UPR activation, luminescence; percent of tunicamycin response, DMSO as zero; activation, % at 20 µM; hit rate 0.33% among 330,000;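 active = versus positive control, 20 µM dose yields 30% or more activation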;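 note: 100% = tunicamycin at 10 µg/mL and 0% = DMSO only wells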
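Material – CHO cell line with stable XBP1 luciferase reporter · Buffer or medium – F12 plus 10% FBS · Compound – single point, 20 µM final compound, 1% DMSO · Schedule – 16-18 h cell attachment at 37 °C, then 6 h compound exposure · Signal – Steady-Glo luminescence read · Benchmarks – high control tunicamycin 10 µg/mL final, low control DMSO vehicle only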
EBI2 block – antagonists of human EBI2 receptor | inhibition, % at 5 µM | hit rate 0.81% among 360,000 | P32249 | EBI2 beta-arrestin recruitment, luminescence, 7a,25-OHC stimulated; in the data active = inhibition above about 38%;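 note: enzyme fragment complementation signal reports receptor beta-arrestin coupling in cells; 0% = agonist plus DMSO wells and 100% = wells without agonist; some results beyond the cut were filed as inactive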
An asterisk follows results filed as active; . = no result given.

SMILES	Jurkat NFkB inh	CXCR6 block	Gli-Sufu block	697 NFkB inh	CCR6 antag	UPR CHOP act	Mdm2-MdmX inh	UPR XBP1 act	EBI2 block
COC(=O)N/N=C/c1cn(CC(C)COc2ccccc2)c2ccccc12 (configuration not stated)	1	-5	1	-41	11	0.5	28	-3	15
Cc1cc(C(=O)COC(=O)CCc2nc3ccccc3c(=O)[nH]2)c(C)n1CC1CCCO1 (configuration not stated)	-7	.	-3	23	-2	-1.8	3	-2	.
Cc1cnc(NC(=O)CSc2nnc(Cc3ccccc3)o2)s1	4	-4	-2	14	-6	0.0	26	-1	-7
COc1ccc(CNC(=O)CN(CC2CCCO2)C(=O)CNS(=O)(=O)c2ccc(F)cc2)cc1 (configuration not stated)	.	1	-4	.	-6	.	.	.	-2
N#C/C(=C\c1ccccc1Cl)C(=O)NC(=O)Oc1ccccc1	3	-9	-1	-9	6	-1.0	18	-3	-43
COc1ccc(S(=O)(=O)N2CCCC2C(=O)n2nc(C)cc2C)cc1 (configuration not stated)	8	-8	-20	-1	1	-1.8	26	-2	-11
O=C(Cn1cnc2c(cnn2-c2ccc(Cl)cc2)c1=O)N1CCN(c2ccccc2)CC1	7	14	9	1	6	0.6	31	0	18
COc1ccc(N2CCN(C(CNC(=O)C(=O)NCCCn3ccnc3)c3cccnc3)CC2)cc1 (configuration not stated)	-4	-6	1	4	-13	1.0	-58	1	-4
O=C(CSc1ncnc2c1nnn2-c1ccc(F)cc1)NCC1CCCO1 (configuration not stated)	-9	1	6	11	14	2.2	29	-3	5
Cc1cc(O)c(C2(O)C(=O)Nc3ccccc32)cc1C (configuration not stated)	-2	11	5	-10	3	-0.5	6	0	-17
Brc1cccc(CN2CCCCCC2)c1	-24	1	6	-30	12	12	-31	-1	5
CC(NC(=O)[C@@H](NC(=O)[C@@H]1Cc2ccccc2CN1)C(C)C)c1ccccc1 (some centres not stated)	2	-8	-8	10	7	1.5	4	-2	13

The last five records of the section before come first, to join the parts:
SMILES	Jurkat NFkB inh	CXCR6 block	Gli-Sufu block	697 NFkB inh	CCR6 antag	UPR CHOP act	Mdm2-MdmX inh	UPR XBP1 act	EBI2 block
COc1ccc(N2CCN(C(CNC(=O)C(=O)NCCCn3ccnc3)c3cccnc3)CC2)cc1 (configuration not stated)	-4	-6	1	4	-13	1.0	-58	1	-4
O=C(CSc1ncnc2c1nnn2-c1ccc(F)cc1)NCC1CCCO1 (configuration not stated)	-9	1	6	11	14	2.2	29	-3	5
Cc1cc(O)c(C2(O)C(=O)Nc3ccccc32)cc1C (configuration not stated)	-2	11	5	-10	3	-0.5	6	0	-17
Brc1cccc(CN2CCCCCC2)c1	-24	1	6	-30	12	12	-31	-1	5
CC(NC(=O)[C@@H](NC(=O)[C@@H]1Cc2ccccc2CN1)C(C)C)c1ccccc1 (some centres not stated)	2	-8	-8	10	7	1.5	4	-2	13
Cc1ccc(S(=O)(=O)N2CCC(C(=O)OCCOc3cccc(C)c3)CC2)cc1	5	1	4	11	14	-1.1	8	-2	14
COc1ccc(-c2nc(-c3cccs3)no2)cc1	-103	1	-98	-224	6	-7.6	-80	-6	3
Cc1ccc(Cl)cc1NC(=O)CN1C(=O)NC2(CCCCCC2)C1=O	10	2	-1	12	0	-0.3	22	-2	10
CCN(CC)C(=O)CSc1nc2ccccc2c(=O)n1-c1cccc(OC)c1	8	8	5	-1	14	2.0	-13	1	9
CC(Sc1nc2ccccc2c(=O)n1C)C(=O)N(C)C1CCCCC1 (configuration not stated)	23	-2	72*	-51	17	3.3	19	-4	11
COc1cc2c(cc1OC)C(C)N(CC(=O)Nc1ccc(C)c(S(=O)(=O)N3CCOCC3)c1)CC2 (configuration not stated)	-1	-11	44	-20	5	0.9	10	-4	7
O=C(NCc1ccc(Cl)cc1)C1CCCO1 (configuration not stated)	-5	-1	18	14	-13	1.4	8	-1	2
COc1ccc(O)c(C2NC(CC(C)C)(C(=O)O)C3C(=O)N(Cc4ccccc4)C(=O)C23)c1 (configuration not stated)	-5	10	-1	1	9	-1.5	-24	-3	1
O=S(=O)(c1cccc(-c2nnc3n2CCCCC3)c1)N1CCCC1	7	3	0	14	-6	0.5	19	-2	3
C=CCN1C(=O)C(CC(=O)NCC)SC1=Nc1ccc(S(N)(=O)=O)cc1 (configuration not stated)	2	-4	-1	-24	-44	1.4	-10	-3	-11
COC(=O)CSC1=C(C#N)C(c2ccccc2F)CC(=O)N1 (configuration not stated)	8	-11	9	-1	-6	-1.5	-1	-1	-7
CC(C)(C)c1ccc(-c2nnc(N)s2)cc1	-132	6	-82	-148	9	2.5	-88	6	-5
COc1cc(/C=C/C(=O)OCC(=O)N2CCN(C(=O)c3ccco3)CC2)ccc1O	-8	-8	5	-6	10	3.0	-8	-3	-10
COc1ccc(/C=C/C(=O)Nc2cccc(S(=O)(=O)NC3=NCCCCC3)c2)cc1	-28	8	-17	-39	5	3.1	12	0	4
CCC(=O)Nc1ccc2oc(-c3ccccc3Br)nc2c1	-118	3	0	-152	20	2.5	-65	0	4
CCOC(=O)c1cccc(NC(=O)CSc2nc3ccccc3c(=O)n2CC)c1	7	6	5	-3	12	-0.5	-11	-2	13
CCOC(=O)c1c(NC(=O)CN2CCOCC2)sc(C(=O)NC)c1C	13	-10	-7	8	15	0.5	-24	3	1
Cc1cc(/C=N/Nc2nc(N3CCOCC3)nc(N3CCOCC3)n2)c(C)n1-c1ccccc1	6	6	2	-2	13	2.6	22	2	-1
COc1ccccc1N1N=C(c2ccc([N+](=O)[O-])cc2)CC1c1ccccc1 (configuration not stated)	0	18	-1	11	16	-0.7	11	-3	24
O=C(CC1C(=O)N(Cc2ccccc2)C(=S)N1CCN1CCOCC1)Nc1ccc(F)cc1 (configuration not stated)	-4	2	11	9	-1	-1.3	-6	-3	-1
N#Cc1ccc(COC(=O)c2cccnc2Cl)cc1	-2	-15	-8	20	1	0.0	10	1	-2
CCOC(=O)COc1cc([N+](=O)[O-])cc2cccnc12	11	-6	-3	22	-3	-0.2	19	0	-3
Cc1ccc(N2C(=O)CCSC23C(=O)Nc2ccccc23)cc1 (configuration not stated)	2	-4	2	-9	-9	-1.4	5	2	-10
Cc1cc(=O)[nH]c(Nc2ccc(N(C)C)cc2)n1	-8	-2	-2	14	-2	-0.2	10	-1	-4
COc1cc(S(=O)(=O)Nc2ccccc2)ccc1N=Cc1c(C)[nH]n(-c2ccc(C)cc2)c1=O	6	.	.	-31	.	2.0	67*	1	.
CCOP(=O)(OCC)C(Nc1ccccc1)c1cc(OC)ccc1OC (configuration not stated)	-10	5	0	0	-7	-3.0	-8	-2	-8
O=C1[C@H](Cc2ccccc2)NCC=CC[C@H](c2ccc(Cl)cc2)N1Cc1ccc(Cl)cc1	.	-14	11	.	19	.	.	.	0
COc1ccc(-c2noc(CSc3nc(-c4ccccc4)cc(=O)[nH]3)n2)cc1	0	-5	-4	18	-2	0.4	8	-1	7
COC(C[C@@H]1O[C@@H]1C(=O)[C@@H](C)OCc1ccccc1)OC	-4	0	9	1	5	0.3	-20	-1	-7
O=C(c1ccc(S(=O)(=O)N2CCCC2)cc1)N1CCCCCC1	10	-6	5	17	12	0.9	-17	-2	7
COC(=O)c1ccc(N=Cc2c(-c3ccccc3)[nH][nH]c2=O)cc1	5	0	8	11	-9	-0.1	-2	0	15
Cc1nn(-c2ccccc2)c(Cl)c1C(=O)NCC(C)c1ccccc1 (configuration not stated)	-7	0	-11	-12	17	4.7	-4	6	8
CCCCn1c(N2CCC(Cc3ccccc3)CC2)nc2c1c(=O)[nH]c(=O)n2C	25	6	20	-22	16	4.8	43	1	19
O=C(Nc1ccc(N2CCCC2)cc1)c1cccc(Cl)c1	-119	-7	-24	-266	-2	1.7	-107	-7	-17
CCc1ccc(-c2nc(CS(=O)CC(=O)NCc3cccnc3)c(C)o2)cc1 (configuration not stated)	2	6	3	0	-7	-2.1	3	1	5
Cc1ccc(Cn2nnc(C(=O)Nc3cc(C)ccc3C)c2N)cc1	-1	-13	3	-12	-18	-1.5	30	1	25
CCc1ccc2c(CN3CCN(Cc4ccccc4)CC3)cc(=O)oc2c1	-3	2	2	10	9	2.7	8	4	4
COc1ccccc1NC(=S)N1CCN(C(=O)c2ccco2)CC1	-2	0	0	-8	8	-2.1	3	-1	-18
CCOC(=O)c1csc(NC(=O)c2ccccc2)n1	-66	5	-84	-110	12	3.6	-159	6	2
CN(C)C(=O)c1ccc(NC(=O)CSc2nnc(-c3ccc4c(c3)OCO4)o2)cc1	17	4	-8	16	-5	-0.1	26	-1	-2
N#Cc1ccccc1Sc1ccccc1C(=O)OCC(=O)NC1CCS(=O)(=O)C1 (configuration not stated)	-1	0	-9	-24	-4	1.0	-9	-2	5
Cc1cccc(N2CCN(C(=S)NCCc3ccccc3)CC2)c1C	10	-5	-34	-16	-2	0.0	-5	-1	-1
COc1ccc(S(=O)(=O)NCc2ccncc2)cc1NC(=O)c1ccccc1C	-14	1	-1	-9	7	1.0	22	1	4
Cc1ccc(S(=O)(=O)N2CCN(C(=O)COC(=O)c3c(C)noc3C)CC2)c(C)c1	7	1	-1	16	11	-0.4	-1	1	1
CC(=O)c1ccc(OCC(=O)N2CCN(S(=O)(=O)c3ccc(C)cc3C)CC2)cc1	15	-4	8	-1	-16	-1.4	3	-5	65*
O=C(COC(=O)c1ccc(Cl)cc1[N+](=O)[O-])NCc1ccco1	7	-11	3	0	8	1.1	1	2	-7
COc1cc2c(cc1NC(=S)NC(=O)/C=C/c1ccc(OC)c(OC)c1)oc1ccccc12	.	0	-3	.	15	.	.	.	-2
COc1ccc(-c2nc(NC(=O)C3CC(=O)N(c4ccc5c(c4)OCCO5)C3)sc2C)cc1 (configuration not stated)	23	6	14	-18	-4	-4.2	66*	-4	8
CCn1ccc(C(=O)Nc2ccc(S(=O)(=O)Nc3ccccc3OC)cc2)n1	-3	.	26	0	-17	-4.8	24	-5	.
O=C(O)CSc1ncnc2sc3c(c12)CCCC3	-14	-8	8	-8	-9	-1.4	7	-4	6
CCNC(=O)CN(c1ccc(OC)c(OC)c1)S(=O)(=O)c1ccccc1	-15	-1	-4	4	2	1.5	-1	-3	-4
COc1ccc(N(CC(=O)Nc2cccc(F)c2)S(=O)(=O)c2c(C)[nH]c(=O)[nH]c2=O)cc1	-5	-1	5	14	12	-0.9	19	1	-5
Cc1onc(-c2ccccc2Cl)c1C(=O)Nc1ccc(-n2nncc2-c2ccco2)cc1	31	-3	38	-5	23	-1.1	-3	-2	18
O=C(/C(=C/c1cccnc1)n1ccnc1)c1ccc(Cl)cc1Cl	-3	6	1	23	-2	-0.6	17	-5	-1
O=C(c1ccc2ccccc2n1)N1CCN(c2ccccc2Cl)CC1	-34	5	-44	-37	3	2.6	-37	2	19
O=C(c1snnc1-c1ccccc1)N1CCOCC1	6	-3	10	-3	-3	-0.7	14	4	3
CCOCCn1c(CN(C)Cc2ccccc2)nc2c1c(=O)n(C)c(=O)n2C	11	2	6	-3	1	0.2	9	-2	8
COc1ccc(/C(C)=N/N2CCOCC2)c(O)c1	5	0	1	18	5	2.0	9	0	-11
O=C(NCCCN1CCOCC1)c1cc2c(s1)-c1ccccc1OC2	-17	5	5	-31	18	1.5	17	0	0
